Bioassay records as filed in PubChem.
AMA1 RON2 block: qHTS for Inhibitors of AMA1-RON; Towards Development of Antimalarial Drug Lead: Primary Screen | Plasmodium falciparum AMA1 (3D7) - RON2 peptide interaction | AlphaScreen AMA1-biotinylated RON2 peptide binding | Potency, µM (series often up to 58.2 µM), for the others: at the highest dose activity change, negative = inhibition, actives largely listed as inhibitors | hit rate 0.2% among 360,000 | AID 720542, 2013;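 also: potency is read from the fitted curve at half-maximal effect; 0% = vehicle wells and -100% = peptide control; nearly all actives have a fitted effect of over 45% in size; some results filed as inactive show a strong effect at the top dose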
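AMA1 (3D7) with his tag at 25 nM final met compounds first, then biotinylated RON2 peptide at 25 nM; detection used donor plus acceptor beads, 10 µg/mL apiece, read by AlphaScreen after 30 min at room temperature.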
AmpC detergent: qHTS Inhibitors of AmpC Beta-Lactamase (assay with detergent). P00811. AmpC hydrolysis of nitrocefin, absorbance 480 nm, 0.01% Triton. Potency, µM (series often up to 114 µM), without a hit: at the top dose activity change, negative = inhibition, usual class: inhibitors. hit rate 0.041% among 370,000. AID 485294, 2010;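 also: potency is read from the fitted curve at half-maximal effect; 0% = no-compound wells and -100% = no-enzyme wells; nearly all actives have a fitted effect of over 25% in size; some results filed as inactive show a strong effect at the top dose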
Target sequence (P00811 whole entry, looked up): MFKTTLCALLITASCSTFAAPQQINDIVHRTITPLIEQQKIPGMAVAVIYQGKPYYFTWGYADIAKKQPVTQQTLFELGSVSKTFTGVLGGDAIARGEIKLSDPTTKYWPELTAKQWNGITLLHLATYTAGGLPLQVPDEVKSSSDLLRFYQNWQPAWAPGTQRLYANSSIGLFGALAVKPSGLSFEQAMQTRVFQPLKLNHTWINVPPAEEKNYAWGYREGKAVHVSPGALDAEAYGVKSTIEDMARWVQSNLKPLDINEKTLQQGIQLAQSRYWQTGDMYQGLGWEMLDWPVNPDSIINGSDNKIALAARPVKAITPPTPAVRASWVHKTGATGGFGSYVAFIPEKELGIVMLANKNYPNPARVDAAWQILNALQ
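20 mM phosphate pH 7.0 + 0.01% (detergent screen) or 0.0001% Triton X-100; 5.3 nM AmpC reagent; cpd preinc 15 min RT; nitrocefin (800 uM stock) to start; A480 q20 s × 4 min; Activity was normalised to no-enzyme and no-compound control wells.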
LmPK inhibitor: qHTS Assay for Inhibitors of Leishmania Mexicana Pyruvate Kinase (LmPK). hit rate 0.37% among 290,000. Potency, µM (titrated, usually from 57.5 µM), for inactives: at the highest dose activity change, negative = inhibition, hits mostly inhibitors. purified LmPK, Kinase-Glo ATP luminescence, 1 h; also: potency is read from the fitted curve at half-maximal effect
Target sequence (Q27686 whole entry, looked up): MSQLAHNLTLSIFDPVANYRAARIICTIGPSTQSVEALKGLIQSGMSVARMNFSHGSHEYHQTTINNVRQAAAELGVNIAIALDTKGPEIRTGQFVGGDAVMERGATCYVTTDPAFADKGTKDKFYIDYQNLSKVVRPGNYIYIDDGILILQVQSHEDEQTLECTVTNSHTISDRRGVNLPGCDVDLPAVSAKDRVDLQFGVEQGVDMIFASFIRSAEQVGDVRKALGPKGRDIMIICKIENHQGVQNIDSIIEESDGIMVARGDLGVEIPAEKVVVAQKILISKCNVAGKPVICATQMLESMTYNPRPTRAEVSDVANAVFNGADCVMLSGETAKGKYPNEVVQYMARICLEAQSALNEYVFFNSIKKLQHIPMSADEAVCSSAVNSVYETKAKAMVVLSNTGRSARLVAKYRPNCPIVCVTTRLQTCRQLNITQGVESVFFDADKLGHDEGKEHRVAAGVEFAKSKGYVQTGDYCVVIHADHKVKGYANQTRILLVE
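Kinase-Glo luminescence read after 1 h RT reaction of 0.1 nM LmPK with 0.5 mM PEP and 0.1 mM ADP. Activity scaled between uninhibited and enzyme-free controls.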
HCMV antiviral: qHTS Assay for inhibitors of the human cytomegalovirus (HCMV) | HFF cells, HCMV-luciferase reporter, 72 h; active compounds read low | activity change, negative = inhibition, % at 57.5 µM | hit rate 4.5% among 410,000; in the data active = activity change below about -60%; inconclusive = no clear call, values can overlap the other calls; inactive = above about -39%
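Screen run at 2 compound doses on HFFs infected with reporter HCMV, MOI 1 PFU/cell. Luciferase activity from cell lysates at 72 h post infection gave inhibition relative to buffer-only and Salinomycin wells.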
HCV inhibitor: qHTS Assay for Inhibitors of Hepatitis C Virus (HCV); Huh7.5.1 HCVcc-Cre infection, luciferase reporter, 44 h; Potency, µM (highest dose often 41.8 µM), for inactives: top-dose activity change, negative = inhibition, actives largely listed as inhibitors; hit rate 3.4% among 340,000; also: potency is read from the fitted curve at half-maximal effect
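Cells seeded at 1,000/well and cultured 4 h, then compounds added followed by HCVcc-Cre virus (~0.5 moi). After 44 h further culture, luciferase substrate was added, plates held 15 min at room temperature, and luminescence read for 15 sec.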
Tb PYK inh: qHTS of Trypanosoma Brucei Inhibitors. hit rate 0.12% among 410,000. Potency, µM (top dose mostly 76.8 µM), without a hit: top-dose activity, negative = inhibition, actives largely listed as inhibitors. AID 624173, 2012. TbPYK enzyme, Kinase-Glo Plus ATP luminescence, 45 min; also: potency is read from the fitted curve at half-maximal effect; nearly all actives have a fitted effect of over 50% in size
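Assay buffer: 50 mM TEA pH 7.2, 100 mM KCl, 10 mM MgCl2, 0.05% BSA, 0.01% Tween-20. Pyruvate kinase from T. brucei plus substrate met compound, then ADP (130 uM final). Luminescence was read post 45 min RT.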
AmpC inh no detg: qHTS Inhibitors of AmpC Beta-Lactamase (assay without detergent); P00811; AmpC nitrocefin hydrolysis, absorbance 480 nm, 0.0001% Triton; Potency, µM (highest dose often 57.1 µM), for inactives: at the top dose activity change, negative = inhibition, most hits filed as inhibitors; hit rate 0.52% among 330,000; AID 485341, 2010;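 also: potency is read from the fitted curve at half-maximal effect; plate controls were no compound for no effect and no enzyme for full effect; nearly all actives have a fitted effect of over 20% in size; some results filed as inactive show a strong effect at the top dose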
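20 mM phosphate pH 7.0 + 0.01% (detergent screen) or 0.0001% Triton X-100; 5.3 nM AmpC reagent; cpd preinc 15 min RT; nitrocefin (800 uM stock) to start; A480 q20 s × 4 min; Activity was normalised to no-enzyme and no-compound control wells.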
* hit, by the source's call; ? = inconclusive; / = not tested or not shown; [ ] = dose if it differs, or a comment. Unless noted, calls follow the shape of the dose curve; as a rule, active = well fitted curve in the direction sought with a large enough effect; inconclusive = small, poorly fitted or top-dose-only effect, or another doubt; inactive = no such curve, though single readings can be large; an effect the other way counts as inactive or inconclusive. Unless noted, % is scaled to controls: 0 for no effect and ±100 for the full control effect.

SMILES	AMA1 RON2 block	AmpC detergent	LmPK inhibitor	HCMV antiviral	HCV inhibitor	Tb PYK inh	AmpC inh no detg
O=C(Nc1cccc(O)c1)c1ccc(C(F)(F)F)cc1	-3%	-6%	-20%	9	-21%	2%	-21%
Cc1ccc(C(=O)OCC(=O)N2C(C)CCCC2C)cc1S(=O)(=O)N1CCCCC1 (stereo not drawn)	5%	?	/	-20	8%	0%	-13%
CC12CCC3c4ccccc4CCC3(CO1)C2 (stereo not drawn)	-8%	/	/	94	/	5%	/
CCOC(=O)C1=CN(C)CCC1=O	11%	/	/	2	-12%	4%	/
Cc1cc(C)n(C(=O)CNC(=O)CCc2ccccc2)n1	2%	11%	-4%	-11	20%	-5%	-1%
CC1=C(C(N)=O)C(c2ccc(C)cc2)n2nc(SCc3ccccc3F)nc2N1 (stereo not drawn)	/	6%	/	-1	/	-18%	/
COc1cccc(CNC(=O)[C@H](CCSC)NC(=O)N2CCn3c2nc2ccccc23)c1	85%[activator]	-14%	-2%	9	-20%	2%	78%[activator]
O=C(COC(=O)c1ccccc1C(=O)N1CCN(c2ccccc2)CC1)NCc1ccccc1	-2%	6%	3%	-63*	-8%	-2%	70%[activator]
O=C(CN1CCN(Cc2ccccc2Cl)C1=O)NC1CCCCCC1	5%	?	13%	92	1%	-8%	4%
CC(C)(C)n1nnnc1C(c1cccnc1)N1CCN(c2cccc(C(F)(F)F)c2)CC1 (stereo not drawn)	-12%	-5%	3%	-20	-6%	10%	181%[activator]
COc1ccc(N(C(=O)Cn2nnc3ccccc32)C2(C(=O)NC3CCCC3)CCCCC2)cc1	-1%	-5%	-3%	?	5.6µM*	2%	37%
O=C1CN(C(=O)/C=C/c2ccccc2F)c2ccccc2N1	6%	2%	0%	-35	-18%	3%	-38%
Cc1cc2ncc(S(=O)(=O)C(C)(C)C)c(N)n2n1	37%[activator]	?	3%	-36	8%	-1%	-12%
C[n+]1cc[nH]c1SCC(=O)c1ccccc1	-8%	?	-15%	4	20%	-14%	-20%
Cc1c(CC(=O)NCCCCCC(=O)O)c(=O)oc2c(C)c3oc4c(c3cc12)CCCC4	0%	0%	6%	29	5%	26%	0%
CC(=O)Nc1ccc(S(=O)(=O)c2cc(O)ccc2O)cc1	-11%	1%	-5%	-6	18%	-15%	-22%
COc1ccc2c(COC(=O)CCS(=O)(=O)c3ccccc3)cc(=O)oc2c1	/	?	-18%	/	/	/	-16%[11.4 µM]
CCOc1ccccc1NC(=O)COC(=O)c1nc2nccc(C)n2n1	-10%	/	/	-34	5%	-8%	-8%
COc1ccc(C(=O)OCCCN(C)C)cc1OC	-6%	-7%	-7%	-13	13%	-1%	-16%
COCc1cn(-c2nc3ccccc3s2)nn1	-5%	/	/	41	/	8%	/
COc1ccc(/C=C/C(=O)OCC(=O)c2ccc[nH]2)cc1	-5%	-6%	/	-5	-1%	-9%	-29%
CCc1nnc2c(N3CCN(c4cccc(C(F)(F)F)c4)CC3)nc3ccccc3n12	/	-2%	/	0	/	5%[15.4 µM]	/
Cc1ccc(C(=O)Nc2ccc3ncccc3c2)cc1	-2%	-9%	-19%	-64*	-23%	-4%	-58%
Cc1ccc(S(=O)(=O)CCC(=O)OCC(=O)c2cc(C)n(C)c2C)cc1	-9%[11.6 µM]	?	/	-20	39%[activator]	2%	-9%
COc1cccc2c3c(c(=O)[nH]c12)CC(C)(C)O3	-6%	/	/	12	-11%	5%	/
SMILES	AMA1 RON2 block	AmpC detergent	LmPK inhibitor	HCMV antiviral	HCV inhibitor	Tb PYK inh	AmpC inh no detg
Cc1ccc(S(=O)(=O)N2CCN(C(=O)c3ccc(COc4ccccc4)o3)CC2)cc1	-4%	6%	/	-6	?	2%	28%
CC(C)CNC(=O)CN(C)S(=O)(=O)c1ccc(F)cc1	0%	?	1%	3	28%	8%	3%
Cc1ccc(OCC(=O)Nc2ccccc2C(=O)NC2CC2)cc1	9%[11.6 µM]	?	/	0	-22%	4%	-23%
CC(C)NC(=O)c1c2c(nc3ccccc13)CCCC2	0%	2%	1%	35	0%	-4%	-16%
CC(CN1CCOCC1)OC(=O)c1ccc2c(c1)OCCO2 (stereo not drawn)	-1%	?	-6%	53	17%	0%	8%
O=C(CN1C(=O)S/C(=C\c2ccccc2F)C1=O)NC1C=CS(=O)(=O)C1 (stereo not drawn)	15%	-5%	-2%	-63*	1%	-4%	-10%
COc1ccc(C(O)(c2ccccc2)C(C(=O)O)c2ccccc2)cc1 (stereo not drawn)	-9%	/	/	-5	-1%	5%	/
Cc1ccccc1OCC(=O)NC(=S)Nc1ccc(N2CCCC2)cc1	3%	6%	-2%	-21	-16%	-2%	-14%
Cn1c(Nc2ccc(F)cc2)nc2ccccc21	-4%	4%	0%	-3	-6%	-3%	-50%
COc1ccc(N2CCN(S(=O)(=O)c3cc(-c4cc(C)no4)ccc3C(C)C)CC2)cc1	4%	-4%	-9%	11	?	-7%	-4%
COc1ccc(C(=O)C2CCCN(C(=O)c3ccc4cc[nH]c4c3)C2)c(C)c1 (stereo not drawn)	-5%	8%	2%	-1	-1%	3%	0%
CCOC(=O)c1sc(NC(=O)c2ccncc2)c(C#N)c1C	18%	?	0%	-68*	?	-12%	-21%
COc1ccc(/C=N/NC(=O)c2ccc(NS(=O)(=O)c3cccs3)cc2)cc1	2%	0%	/	0	-6%	2%	?
Cc1csc(NC(=O)c2ccc(Br)s2)n1	-10%	-9%	-12%	42	0%	1%	-29%
CCOC(=O)c1cc(OC(=O)c2ccc(Cl)cc2)n(-c2ccccc2)n1	/	-11%	/	5	/	-10%	/
O=C1N[C@@H](Cc2c[nH]c3ccccc23)COC(=O)[C@H](Cc2ccc(F)cc2)C/C=C\C[C@@H]1CC(=O)N(CCO)Cc1ccccc1	-18%	/	/	?	?	-3%	121%[activator]
COc1cccc(-c2sc3ccc(OC)cc3c2-c2ccc(OCCN(C)C)cc2)c1	14µM*	/	/	-31	?	-5%	137%[activator]
O=C(O)c1ccc(F)c(S(=O)(=O)Nc2ccccc2Cl)c1	2%	?	9%	53	7%	7%	-11%
O=C1/C(=C\c2ccc3c(c2)OCO3)N2CCC1CC2	2%	?	0%	-7	-13%	-2%	-12%
COc1ccc(C(=O)N(CC2CCCO2)C(C(=O)NC2CCCC2)c2ccc(Cl)cc2)cc1OC (stereo not drawn)	15%	3%	-3%	-7	21%	0%	119%[activator]
COc1ccc(CCNC(=O)c2ccc(CS(=O)(=O)Cc3ccc(C)cc3)o2)cc1OC	-5%	/	/	?	/	-2%	/
COc1ccc(OC(=O)N(C)C[C@@H]2OCc3cnnn3CCCC(=O)N([C@H](C)CO)C[C@H]2C)cc1	0%	/	/	18	/	-3%	/
Cc1ccc(C)c(Cn2nc(-c3ccccc3)ccc2=O)c1	5%	-9%	-2%	-26	32µM*	0%	27%
O=C(Nc1nnc(C2CC2)s1)c1cc(S(=O)(=O)N2CCN(c3ccccc3)CC2)ccc1Cl	33%[activator]	0%	9%	-16	11%	-6%	-25%
CCCCCC(=O)Nc1ccc2ccccc2c1	19%	3%	-2%	1	-8%	3%	-29%
SMILES	AMA1 RON2 block	AmpC detergent	LmPK inhibitor	HCMV antiviral	HCV inhibitor	Tb PYK inh	AmpC inh no detg
c1ccc2nc(N3CCCC3)c(N3CCCCC3)nc2c1	84%[activator]	/	/	-13	-3%	-6%	/
Cc1cc(OCC(=O)NCc2ccncc2)c2c(C)cc(=O)oc2c1	6%	3%	-2%	48	0%	0%	-20%
O=C(OCc1nnc(-c2ccccc2)o1)c1cc(=O)c2ccccc2o1	1%	-3%	-12%	-11	2%	1%	-22%
COc1ccccc1N1C(=O)CSC1=NC(=O)c1ccccc1	0%	-6%	-2%	75	19%	-4%	-20%
Cc1csc(C(C#N)C(=O)c2cc3ccccc3o2)n1 (stereo not drawn)	8%	1%	-11%	-21	-11%	1%	-35%
Cc1ccc(S(=O)(=O)N2CC[C@@H]2C(=O)O)cc1	5%	/	/	63	13%	-5%	/
Cc1ccc(C)c(N2CCN(C(=O)C(CC(C)C)NS(=O)(=O)c3ccc4nc(C)sc4c3)CC2)c1 (stereo not drawn)	/	25%	/	-31	/	3%	/
COc1ccc(NC(=O)c2cc(N3C(=O)C4C5CCC(C5)C4C3=O)ccc2Cl)c(OC)c1 (stereo not drawn)	11%	-11%	-2%	-21	-6%	-6%	36%

A draw from above in order of molecular weight, lowest first:
SMILES	AMA1 RON2 block	AmpC detergent	LmPK inhibitor	HCMV antiviral	HCV inhibitor	Tb PYK inh	AmpC inh no detg
Cc1csc(C(C#N)C(=O)c2cc3ccccc3o2)n1 (stereo not drawn)	8%	1%	-11%	-21	-11%	1%	-35%
COc1ccc(/C=C/C(=O)OCC(=O)c2ccc[nH]2)cc1	-5%	-6%	/	-5	-1%	-9%	-29%
O=C(O)c1ccc(F)c(S(=O)(=O)Nc2ccccc2Cl)c1	2%	?	9%	53	7%	7%	-11%
Cc1cc(OCC(=O)NCc2ccncc2)c2c(C)cc(=O)oc2c1	6%	3%	-2%	48	0%	0%	-20%
COc1cccc(CNC(=O)[C@H](CCSC)NC(=O)N2CCn3c2nc2ccccc23)c1	85%[activator]	-14%	-2%	9	-20%	2%	78%[activator]
COc1ccc(N2CCN(S(=O)(=O)c3cc(-c4cc(C)no4)ccc3C(C)C)CC2)cc1	4%	-4%	-9%	11	?	-7%	-4%
O=C(COC(=O)c1ccccc1C(=O)N1CCN(c2ccccc2)CC1)NCc1ccccc1	-2%	6%	3%	-63*	-8%	-2%	70%[activator]
